# Assay outcomes (PubChem)
# Pemphigus Ab inh: blocks pemphigus antibody binding to human desmoglein-3. P32926. DSG3-coupled beads, scFv-anti-DSG3-GFP binding, flow cytometry; stronger effect = lower value. binding (percent of control), % at 10 µM. 0.48% of 310,000 active;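 active = binding more than 3 SD below its plate's average and above zero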;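 note: hits lower antibody fragment binding to DSG3; some compounds called inactive have numbers as strong as hits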
# PfHsp90 yeast 2: reduces growth (ATP signal) of yeast expressing P. falciparum Hsp90; 0.32% of 310,000 active; S. cerevisiae expressing PfHsp90, BacTiter-Glo ATP, 48 h; yeast lacking PDR1 and PDR3 efflux regulators; inhibition, % at 9.4 µM;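 active = every replicate shows inhibition above about 80%, whatever the replicate mean, limit read from the data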;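 note: 0% = DMSO neutral controls and 100% = 20 µM radicicol positive controls; yeast relying on Plasmodium falciparum Hsp90 in place of its own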
# AddAB inh: less growth of phage-infected E. coli with AddAB; E. coli expressing H. pylori AddAB, absorbance growth; inhibition, % at 11.9 µM; 0.29% of 330,000 active; AID 435030; in the data active = inhibition above about 12%;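 note: 0% = vehicle wells of infected cells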
# MOR-DOR ag: OPRM1-OPRD1 heterodimerization agonism; P35372+P41143; cells, luminescence; activation, % at 9.3 µM; 0.3% of 340,000 active; in the data active = activation above about 18%;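 note: 0% = vehicle-treated cells and 100% = reference agonist; values of inactives mirror those of a sister screen read the other way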
# Ecoli viability: reduces bacterial viability in AddAB counter-screen; E. coli V3065 growth, OD600 absorbance, 18 h; inhibition, % at 11.9 µM; 0.27% of 330,000 active;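 active = inhibition above the campaign's mean inhibition across all tested compounds plus 3 SD, cut at about 9.9% in these data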;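 note: uninfected addAB+ strain grown without phage in ampicillin broth; 0% = DMSO wells and 100% = ciprofloxacin 0.95 µg/ml wells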
# HTR5A inv ag: inverse agonist of human HTR5A in OPRM1-OPRD1 counter-screen. AID 504634. 0.083% of 340,000 active. HTR5A cell line, luminescence, inverse agonism. inhibition, % at 9.3 µM. P47898; in the data active = inhibition mostly above about 23%, no sharp cut-off; inactive = mostly below about 18%;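 note: 0% = cells with DMSO and 100% = no-cell wells with DMSO; some compounds called inactive have numbers as strong as hits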
# Target sequence (P47898 whole entry, looked up): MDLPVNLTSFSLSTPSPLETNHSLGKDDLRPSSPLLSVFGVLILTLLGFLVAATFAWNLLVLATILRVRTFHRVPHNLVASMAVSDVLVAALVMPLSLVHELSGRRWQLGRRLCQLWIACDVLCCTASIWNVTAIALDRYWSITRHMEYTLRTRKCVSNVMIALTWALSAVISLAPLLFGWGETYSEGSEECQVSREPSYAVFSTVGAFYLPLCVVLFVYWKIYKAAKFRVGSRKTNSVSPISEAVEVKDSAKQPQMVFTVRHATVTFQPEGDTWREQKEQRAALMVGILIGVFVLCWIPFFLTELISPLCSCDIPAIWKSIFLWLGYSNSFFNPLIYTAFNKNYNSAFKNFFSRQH
# MOR-DOR inv ag: inverse agonists of human mu-delta opioid receptor heterodimerization | cell-based MOR-DOR heterodimer luminescence, inverse agonism | 0.21% of 340,000 active | inhibition, % at 9.3 µM | P35372+P41143 | AID 504357; in the data active = inhibition above about 22%, passing the limit was not always enough;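 note: 0% = cells with DMSO and 100% = wells without cells with DMSO; values of inactives mirror those of a sister screen read the other way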
# Mot1-301 SUMO: SUMOylation pathway inhibition by Mot1-301 growth rescue. growth rescue, % at 18.8 µM. 1% of 320,000 active. S. cerevisiae Mot1-301 growth rescue, ATP luminescence, 38.5C; percent above DMSO median, 100 means doubled;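 active = every valid replicate shows activation above 250% relative to neutral control wells; inactive = the rest, any valid replicate at or below 250%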;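 note: OY570 slx delta 5 strain wells were the positive control but not used for scaling; some compounds called inactive have numbers as strong as hits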
# PKA-R1A act: activators of PKA-R1A complex. P00514+P68181. PKA-R1A dissociation, Cy5-IP20 fluorescence polarization; scaled: DMSO 0%, 113 µM cGMP 100%. activation, % at 11.4 µM. 0.083% of 340,000 active. AID 504707;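 active = percent activation above the mean of all tested compounds plus 3 SD, cut at about 19% in these data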;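 note: higher means more PKAc released from R1A so a rise in polarization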
# phage Ecoli inh: E. coli growth loss with phage present; growth absorbance; inhibition, % at 11.9 µM; 0.26% of 360,000 active; in the data active = inhibition above about 11%
# HTR5A ag ctr: HTR5A agonism, opioid heterodimer counter-screen; P47898; HTR5A agonist assay, luminescence, cell-based; activation, % at 9.3 µM; 0.61% of 340,000 active; AID 504692; in the data active = activation mostly above about 9.5%, no sharp cut-off; inactive = mostly below about 7.6%;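 note: 0% = cells with vehicle only and 100% = reference agonist; strong numbers were not always called active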
# * hit, by the source's call; . = not tested or not shown.
SMILES,Pemphigus Ab inh,PfHsp90 yeast 2,AddAB inh,MOR-DOR ag,Ecoli viability,HTR5A inv ag,MOR-DOR inv ag,Mot1-301 SUMO,PKA-R1A act,phage Ecoli inh,HTR5A ag ctr
CCn1c(=O)c(C(=O)NCCc2ccc(Cl)cc2)c(O)c2ccccc21,121,17,2.6,0.7,4.4,1,-4,36,6,0.8,0
COc1ccc(C)cc1N(C(=O)c1ccccc1F)c1nc2ccccc2s1,106,-11,2.7,0.8,1.7,14,-4,177,-2,2.9,0
COc1ccc(C(=O)COC(=O)c2cccc(-n3cnnn3)c2)c(OC)c1,97,-2,0.0,0.0,-2.0,2,0,-1,12,0.7,-1
COCCOC(=O)c1c(C)oc2ccc(NS(=O)(=O)c3ccc(F)cc3)cc12,88,-10,0.8,-0.2,-0.4,20,1,-25,-10,-4.2,0
Nc1nonc1-n1nnc(C(=O)N/N=C/c2ccccn2)c1-c1ccccc1,108,-3,.,-1.0,.,14,7,.,-6,1.2,1
CC(=O)c1c(C)[nH]c(C(=O)OCC(=O)N2CCc3ccccc32)c1C,99,-9,1.0,3.6,-3.4,18,-21,-7,-4,-0.2,-1
COC(C/C=C\C(=O)[C@H](C)OCc1ccccc1)OC,107,4,1.1,0.3,-2.6,-5,-2,4,-5,4.6,2
CCN(CCCNC(=O)CCNC(=O)Cn1cnc2ccccc2c1=O)c1ccccc1,95,-14,0.1,-0.7,3.1,-3,4,-4,-3,-1.3,1
N#Cc1cc([N+](=O)[O-])ccc1NC(=O)CSc1n[nH]c(=O)[nH]c1=O,98,.,1.1,3.1,-1.9,-8,-16,-18,4,-1.6,2
NC(=O)CC(NC(=O)Cc1cccc2ccccc12)c1ccc(NCCc2cccc(F)c2)c([N+](=O)[O-])c1 (stereo not given),111,-5,-0.6,-0.2,-2.8,5,1,17,-10,2.1,6
Cc1ccc(S(=O)(=O)N2CCC(C(=O)OCCOc3ccccc3)CC2)cc1C,99,-16,0.2,-0.6,-0.4,4,4,-23,-5,1.3,-1
O=C(NCCCCc1ccccc1)c1cccc(Br)c1,109,-3,3.6,-0.6,2.5,4,3,-2,-7,0.8,2
O=C(NC1CCCC1)c1cccc(S(=O)(=O)Nc2ccccc2F)c1,96,10,1.6,-1.1,0.0,19,5,10,-3,0.9,-8
Cc1ccc(NC(=O)c2ccc(NS(=O)(=O)/C=C/c3ccccc3)cc2)nc1,112,-25,0.7,-0.8,-2.1,15,3,-15,-6,1.7,10
CC(=O)c1sc(N/N=C2\CC3CCC2(C)C3(C)C)nc1C (stereo not given),99,-6,-2.5,4.0,-1.7,-12,-23,-16,-8,-0.3,5
CN(c1ccccc1)c1nc(N)c([N+](=O)[O-])c(Nc2ccccc2F)n1,103,11,-0.6,-1.0,-2.6,2,4,-15,-3,-0.5,0
Cc1ccc(C(=O)NCCSc2snnc2C)cc1,105,-1,2.7,-0.4,0.3,-6,2,0,-8,-0.4,2
O=C(Nc1ccccc1C(F)(F)F)c1cc2ncc(CCCl)cn2n1,134,-4,0.9,0.8,-0.6,-21,-5,25,-6,2.3,9
O=C(N/N=C/c1cccnc1)c1ccccc1NS(=O)(=O)c1cccs1,103,10,0.0,1.0,0.2,2,-5,65,-4,1.7,-1
CCOc1cc(C)ccc1OCc1nnc(SCC(=O)c2cccc([N+](=O)[O-])c2)n1CC,100,11,1.1,4.4,-2.5,-13,-27,-21,-9,-2.4,5
Cc1cc(=O)oc2c(CN3CCN(C)CC3)c(O)c(Cl)cc12,103,3,4.5,4.7,-0.6,-15,-27,-4,-5,0.9,6
COc1ccccc1N1CCN(CC(O)COc2ccc3c(c2)OCO3)CC1 (stereo not given),108,-31,3.4,-0.9,-2.2,-3,4,-2,16,5.3,-1
O=C(CSc1nnc(-c2ccco2)c(-c2ccco2)n1)c1ccccc1,97,0,-0.6,-4.8,-2.8,3,23,-3,-2,3.3,-3
O=S(=O)(Nn1cnnc1)c1ccccc1,104,-9,-0.2,-0.2,-0.5,-4,1,-3,3,3.1,-12
C=CC[n+]1c(-c2ccc(C)cc2)csc1Nc1ccc(NC(C)=O)cc1,100,4,.,2.8,.,-9,-14,.,-7,1.8,4
COc1ccc(-n2nc(C(=O)NCCCN3CCCC3=O)c3c4ccccc4n(C)c3c2=O)cc1Cl,105,29,1.1,-3.4,0.9,5,18,-9,4,.,-4
OCCC#Cc1ccc(CN2CCN(CCc3ccccc3)C(CCO)C2)cc1 (stereo not given),104,7,1.4,-0.1,0.5,-15,1,17,-13,-0.6,4
Cc1nc(SCc2nc3ccccc3[nH]2)c2oc3ccc(Br)cc3c2n1,102,4,3.2,1.6,-0.3,-19,-9,-12,-5,1.8,1
Cc1cc(Br)cn2ccnc12,104,-10,0.8,-1.9,1.0,9,10,3,1,2.6,-2
CCn1c(SCC(=O)N2CCCCC2)nc2c(c1=O)SC(C)C2 (stereo not given),97,7,0.5,-2.3,-1.3,-10,14,22,-11,1.4,-4
CN(C)CCCNC(=O)C[C@H]1C[C@H](C(=O)N2CCCCC2)[C@@]2(CCc3ccccc3)c3[nH]c4cc(-c5ccco5)ccc4c3CCN2C1=O,96,18,-2.3,-1.5,-5.3,-5,7,.,2,0.7,2
CNC(=O)c1[nH]cnc1C(=O)Nc1ccc(Cl)cc1,110,-10,-1.3,-3.5,-0.6,-7,19,-18,5,0.0,0
NC(=O)N/N=C/c1cc(Br)ccc1OCC(=O)NCc1ccccc1,97,-5,1.5,-2.7,-1.4,-4,14,1,-3,2.9,5
Cc1noc(C)c1CSc1nnnn1-c1ccc(Cl)cc1,118,-32,3.0,3.2,-0.1,1,-15,3,1,-0.2,4
CCn1cc(C(=O)Nn2cnnc2)c(=O)c2ccc(C)nc21,100,1,1.0,-1.5,1.1,-5,8,-2,-4,1.7,1
COc1cccc(C(=O)COc2ccc3c(C)c(Cc4ccccc4)c(=O)oc3c2)c1,101,-19,0.7,0.9,1.1,-29,-6,-7,-9,3.0,11
COc1ccc(-n2ncc3c(NCC4CCCO4)ncnc32)cc1 (stereo not given),106,-8,3.3,-0.5,2.4,9,3,.,2,.,-2
CC(C)c1ccc(S(=O)(=O)NC2CCS(=O)(=O)C2)cc1 (stereo not given),105,1,1.3,-0.8,0.9,-3,5,-9,3,3.5,1
Cc1cccc(-n2c(CNC(=O)c3ccc(S(=O)(=O)N4CCCC4)cc3)n[nH]c2=S)c1,105,2,2.2,-0.8,0.6,-30,4,48,3,2.2,4
O=C(CN1CCOCC1)Nc1cc(Cl)ccc1Cl,100,-11,0.6,-2.1,1.8,-8,10,2,-2,3.1,-3
c1ccc(N/N=C(\Cc2nc3ccccc3[nH]2)c2ccccc2)cc1,84,0,-3.8,-1.4,1.2,2,7,47,-15,3.2,-1
CC1CC(Nc2ccccc2)c2ccccc2N1C(=O)c1ccco1 (stereo not given),.,-2,-0.1,0.3,-0.3,3,-1,-7,-3,0.7,-1
CCCSc1nc2c(cnn2-c2ccc(F)cc2)c(=O)[nH]1,105,-30,1.3,0.5,-2.1,-8,-3,-15,9,0.1,3
CCC(=O)Oc1ccc(C(=O)Nc2ccc([N+](=O)[O-])cc2)cc1,103,-21,1.5,1.9,-0.5,-2,-10,-12,-9,0.9,1
COc1c2c(cc3ccc(=O)oc13)CCO2,108,-12,1.3,-1.2,-3.7,-6,6,-7,-2,3.0,2
Cc1cc(C)nc(SCC(=O)N2CCC(C(N)=O)CC2)n1,100,-33,2.5,-1.5,2.1,6,8,-5,1,1.3,-2
CCOc1ccccc1N1CC(C(=O)Nc2ccccc2N2CCOCC2)CC1=O (stereo not given),.,-56,3.0,-1.5,1.5,-6,9,244,-7,1.1,2
Cn1c(Cc2ccccc2)nnc1SCC(=O)NC1CC1,98,2,2.5,-1.5,1.3,12,8,-11,-5,-2.0,-5
Cc1ccc(CN2C(=O)CCC2C(=O)NCCCN2CCOCC2)cc1 (stereo not given),101,-7,3.4,-3.1,1.8,-17,15,-7,-4,1.9,7
Cc1ccc2[nH]c(C(=O)N3CCOCC3)cc2c1,104,-15,1.8,-1.4,0.1,-5,7,180,4,0.6,2
# Remaining list, next part.
SMILES,Pemphigus Ab inh,PfHsp90 yeast 2,AddAB inh,MOR-DOR ag,Ecoli viability,HTR5A inv ag,MOR-DOR inv ag,Mot1-301 SUMO,PKA-R1A act,phage Ecoli inh,HTR5A ag ctr
CC(C)(C)[C@H]1C=C(C(=O)NC2CC2)O[C@@H](OCc2ccc(CO)cc2)C1,97,-22,3.7,2.3,-0.2,-6,-13,8,-10,1.4,9
CC(=O)C12CCCCC1CC1[C@@H]3CC(C)C4=CC(=O)CC[C@]4(C)C3CC[C@@]12C (stereo not given in full),102,-1,.,-1.9,.,-3,9,.,-2,0.5,1
CC(=O)c1ccc(N(CC(=O)NC2CCCC2)C(=O)c2csnn2)cc1,99,-14,0.5,-2.6,2.0,-9,13,289,0,-0.5,-4
CCCN1CC=C2C(C#N)=C(N)C(C#N)(C#N)C(c3cc(OC)ccc3OC)C2C1 (stereo not given),.,22,2.7,-1.0,-2.3,-2,5,-4,3,0.0,-2
Nc1sc2c(c1C(=O)NC1CCS(=O)(=O)C1)CCCC2 (stereo not given),106,22,0.6,3.2,-3.3,-39,-19,-19,-8,3.1,13
O=c1cc(Nc2ccc3c(c2)OCCO3)[nH]c(=O)n1-c1ccc(Cl)cc1,107,-14,-2.9,0.0,1.9,-22,0,7,-4,3.1,4
C=CCc1c(C)nc(C)nc1N/N=C/c1ccc([N+](=O)[O-])cc1,123,-47,5.6,0.5,0.9,-20,-2,196,1,2.1,0
CCC(C(=O)NNC(=O)c1cnccn1)c1ccccc1 (stereo not given),99,-6,-8.9,-2.2,-12,10,12,4,-15,-2.7,0
CC(C)N(Cc1nc(-c2ccccc2)no1)S(=O)(=O)c1ccccc1,102,-6,1.7,-1.2,-0.4,-23,7,29,-3,1.5,8
CN(CC(=O)Nc1ncn[nH]1)S(=O)(=O)c1cc(Cl)ccc1Cl,95,-22,-2.2,-4.2,-0.2,10,22,-6,7,0.9,-4
CC(=O)Nc1ccc(C(=O)OCC(=O)Nc2ccc([N+](=O)[O-])cc2C(F)(F)F)cc1,97,-6,-0.2,-1.2,0.9,3,7,-1,-6,2.0,-1
Cc1cc(OCc2cc(C(=O)N3CCN(CC4CC4)CC3)no2)cc(C)c1Cl,105,21,-0.7,2.6,-3.0,-11,-13,9,-7,0.5,10
CCOc1ccc(N2C(=O)Nc3ccc(Br)cc3C2(O)C(=O)NCCN(C)C)cc1 (stereo not given),105,14,-1.1,0.3,0.3,16,-1,6,4,-1.2,-5

# By substructure: those above with a thiophene ring, fused or not.
SMILES,Pemphigus Ab inh,PfHsp90 yeast 2,AddAB inh,MOR-DOR ag,Ecoli viability,HTR5A inv ag,MOR-DOR inv ag,Mot1-301 SUMO,PKA-R1A act,phage Ecoli inh,HTR5A ag ctr
O=C(N/N=C/c1cccnc1)c1ccccc1NS(=O)(=O)c1cccs1,103,10,0.0,1.0,0.2,2,-5,65,-4,1.7,-1
Nc1sc2c(c1C(=O)NC1CCS(=O)(=O)C1)CCCC2 (stereo not given),106,22,0.6,3.2,-3.3,-39,-19,-19,-8,3.1,13
